Source: PubChem BioAssay
TRAIL sens C8: caspase-8 TRAIL sensitization; NB7+C8 cells + TRAIL, ATPlite viability luminescence; inhibition (viability loss, TRAIL sensitization), % at 10 µM; 360,000 compounds, 1% hits;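 active = compounds causing at least 50% loss of cell viability in the single-dose screen, relative to plate controls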
CF NFkB block: cystic fibrosis NF-kB activation inhibition. 360,000 compounds, 0.86% hits. inhibition, % at 5 µM. KKLEB NF-kB-GFP reporter, PAF-induced, GFP fluorescence overnight;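 active = at least 50% inhibition at 5 µM, scaled per plate between neutral and stimulator controls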;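 note: PAF is a Pseudomonas aeruginosa culture filtrate used as stimulus; plate controls were PAF-stimulated DMSO wells for no effect and unstimulated DMSO wells for full effect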
NCOA1 inh: human NCOA1 inhibition | inhibition, % at 3.6 µM | 360,000 compounds, 0.12% hits | HEK293 GAL4-SRC1 luciferase reporter, luminescence;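 active = inhibition above the campaign mean plus 3 SD, with each screening campaign given its own cutoff, cut at about 60% in these data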;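 note: 0% = DMSO treated cells and 100% = gossypol at 36 µM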
LRH-1 inv ag: inverse agonists of human LRH-1 (NR5A2). O00482. HEK293T StAR-luciferase reporter, LRH-1 transfected, 24 h. inhibition, % at 3.6 µM. 360,000 compounds, 0.13% hits. AID 602396;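 active = inhibition above the mean inhibition of all tested compounds plus 3 SD, cut at about 73% in these data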;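 note: 0% = DMSO wells and 100% = reporter-only cells lacking LRH-1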
Target sequence (O00482 whole entry, looked up): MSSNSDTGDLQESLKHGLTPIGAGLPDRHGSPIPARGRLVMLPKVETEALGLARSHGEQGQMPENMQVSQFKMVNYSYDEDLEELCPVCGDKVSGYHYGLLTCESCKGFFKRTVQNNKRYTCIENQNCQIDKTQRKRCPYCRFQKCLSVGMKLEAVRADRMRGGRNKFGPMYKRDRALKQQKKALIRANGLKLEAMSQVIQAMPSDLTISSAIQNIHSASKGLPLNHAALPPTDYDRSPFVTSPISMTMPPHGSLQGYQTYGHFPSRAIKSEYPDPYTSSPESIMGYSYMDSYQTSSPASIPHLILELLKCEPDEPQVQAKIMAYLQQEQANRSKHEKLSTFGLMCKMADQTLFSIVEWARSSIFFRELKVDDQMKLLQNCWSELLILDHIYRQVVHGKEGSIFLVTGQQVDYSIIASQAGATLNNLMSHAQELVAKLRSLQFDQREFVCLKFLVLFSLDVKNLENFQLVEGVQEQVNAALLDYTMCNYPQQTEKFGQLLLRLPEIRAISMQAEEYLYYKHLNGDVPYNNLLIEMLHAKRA
TROY NFkB inh: blocks TROY-dependent signaling in reporter cells; Q293 LMP1-TROYcd NF-kB luciferase reporter, 4 h; inhibition, % at 10 µM; 360,000 compounds, 0.98% hits; AID 1347056;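 active = compounds whose plate-normalised and pattern-corrected inhibition of the luciferase reporter signal at the single screening dose is 50% or more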
TWEAK-Fn14 inh: blocks TWEAK-Fn14 interaction in a reporter cell assay. inhibition, % at 10 µM. TWEAK-stimulated Fn14 reporter cells, luciferase luminescence, 8 h. 360,000 compounds, 2% hits; in the data active = inhibition above about 50%
LMP1 NFkB inh: reduces LMP1-driven NF-kappaB luciferase signal; inhibition, % at 12.5 µM; LMP1-induced NF-kappaB luciferase reporter cells, luminescence; 350,000 compounds, 0.69% hits; in the data active = inhibition above about 41%;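 note: 0% = neutral control wells and 100% = reference inhibitor control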
Shn3 inh set2: reduces Shn3 3'UTR luciferase signal in osteoblasts; 360,000 compounds, 0.52% hits; AID 588674; Clone20 osteoblast Shn3 3'UTR firefly luciferase, 24 h; inhibition, % at 12.5 µM;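 active = mean inhibition of at least 75% with every replicate also reaching 75%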;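 note: 0% = median of neutral control wells and 100% = pilot-screen positive control compound; some compounds past the cut are filed as inactive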
NCOA3 inh: human NCOA3 inhibition; Q9Y6Q9; HEK293 GAL4-SRC3 luciferase reporter, luminescence; inhibition, % at 3.6 µM; 360,000 compounds, 0.17% hits; AID 588352;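 active = inhibition above a per-campaign cutoff, the mean of all compounds plus 3 SD, cut at about 60% in these data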;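 note: 0% = DMSO-treated cells and 100% = gossypol-treated cells at 36 µM; higher means less SRC3-driven luciferase light from the GAL4 reporter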
KKLEB tox: reduces viability of KKLEB cystic fibrosis airway cells | 360,000 compounds, 0.36% hits | activity change (cytotoxicity), % at 5 µM | KKLEB CF airway cells viability, ATPlite luminescence, overnight; hits give low values; cells stimulated with P. aeruginosa culture filtrate | AID 602141;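 active = corrected activity change at or below -50% at 5 µM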
COUP-TFII inh: blocks human COUP-TFII nuclear receptor; P24468; HEK293T NGFI-A luciferase reporter, luminescence; inhibition, % at 8.6 µM; 370,000 compounds, 0.7% hits;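 active = inhibition above a per-plate cutoff, mean inhibition of test wells between control levels plus 3 SD, cut at about 38% in these data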;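 note: cells cotransfected with COUP-TFII expression vector driving the NGFI-A reporter; 0% = median of COUP-TF2 test wells and 100% = reporter-only cells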
Target sequence (P24468 whole entry, looked up): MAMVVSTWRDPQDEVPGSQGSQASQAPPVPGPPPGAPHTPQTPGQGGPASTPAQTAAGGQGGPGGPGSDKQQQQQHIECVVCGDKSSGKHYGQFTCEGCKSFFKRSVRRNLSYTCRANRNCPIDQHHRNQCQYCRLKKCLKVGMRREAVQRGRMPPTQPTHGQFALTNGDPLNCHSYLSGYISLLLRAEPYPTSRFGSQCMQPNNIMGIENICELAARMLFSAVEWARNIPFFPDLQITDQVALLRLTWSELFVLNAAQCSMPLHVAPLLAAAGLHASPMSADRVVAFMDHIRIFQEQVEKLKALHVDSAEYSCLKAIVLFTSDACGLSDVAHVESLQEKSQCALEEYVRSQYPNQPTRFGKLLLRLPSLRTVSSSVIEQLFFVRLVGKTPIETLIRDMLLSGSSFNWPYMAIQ
* hit, by the source's call; · = not tested or not shown. Some of the compounds tested; count on the stated rates, not on these rows.

SMILES	TRAIL sens C8	CF NFkB block	NCOA1 inh	LRH-1 inv ag	TROY NFkB inh	TWEAK-Fn14 inh	LMP1 NFkB inh	Shn3 inh set2	NCOA3 inh	KKLEB tox	COUP-TFII inh
COCCn1c(=S)[nH]c2sc3c(c2c1=O)CCC(C)C3 (stereo not given)	16.6	0.2	3.0	-18.1	4.0	6.8	-11.2	-12.2	0.7	-9.5	-21.6
COc1cccc(/C=C/C(=O)OCC(=O)NC(=O)NC2CCCC2)c1	-0.4	17.3	4.0	0.3	-2.4	-4.2	1.0	1.3	-25.0	-1.9	2.2
CCOc1ccc(Nc2oc(Cc3ccccc3)nc2C#N)cc1	-0.5	2.8	-23.6	-60.7	-25.7	-34.5	-13.5	-14.9	-38.6	-1.3	-22.0
COc1ccccc1OCCNc1ccc(S(=O)(=O)N2CCCC2)cn1	-4.1	-4.8	3.5	9.8	-7.6	0.9	2.1	-3.9	-2.3	-4.1	10.3
O=C(O)c1ccc(OCC(F)(F)F)nc1	9.0	-13.2	15.1	16.7	-24.2	0.8	4.5	-10.0	15.4	-1.4	3.4
CC(=O)Nc1cccc(C(=O)NC2CCCc3c2cnn3-c2ccccc2F)c1 (stereo not given)	-1.0	-7.8	0.6	13.2	2.4	-3.1	1.7	-5.9	4.9	1.4	16.0
COc1ccc(C)c2sc(N3CCCC3)nc12	-10.0	-3.9	8.8	6.7	-7.4	1.9	-26.6	2.9	-11.3	2.9	7.8
O=C(NCc1ccco1)C1Cc2cc(Cl)ccc2O1 (stereo not given)	-6.3	-4.6	-21.9	-3.3	-2.9	48.0	-3.1	-19.1	-9.7	-3.2	-11.1
O=C(N/N=C/c1ccoc1)c1ccccc1F	10.7	-1.9	-51.3	-63.6	-42.5	7.3	-1.0	-14.4	-60.0	9.4	-28.3
Cc1cc(C(=O)OCC(=O)NCc2ccc3c(c2)OCO3)c2ccccc2n1	0.6	-14.9	6.8	-1.1	2.6	5.2	-12.9	-8.8	-14.8	1.0	-2.0
COC(=O)c1ccccc1CCC(C)=O	-6.4	-15.5	-35.7	10.1	-4.7	14.7	-0.4	-3.9	1.3	8.5	-15.1
O=C1NC[C@H](Cc2ccc(O)cc2)N(C[C@@H]2CCCN2C[C@H](Cc2ccccc2)N2C[C@H](Cc3ccccc3)N(CCc3ccccc3)C(=O)C2=O)C1=O	0.1	·	·	-3.3	-1.6	-3.6	·	·	·	·	15.0
CC1(C)CC[C@]2(C(=O)O)[C@H](O)C[C@]3(C)C(=CCC4[C@@]5(C)C[C@H](O)[C@H](O)[C@@](C)(CO)C5CC[C@]43C)[C@@H]2C1 (stereo not given in full)	5.0	16.5	-1.8	-0.8	-3.8	5.8	-3.0	7.3	10.8	7.2	-10.4
COc1ccccc1NC(=O)c1nn(-c2cccc(C(F)(F)F)c2)ccc1=O	-10.3	-0.6	-2.9	4.5	-13.2	3.7	7.8	0.6	1.1	6.8	16.0
COCCNc1nc(NCCOc2ccccc2)c2sc(-c3ccccc3)cc2n1	9.5	-8.0	-8.0	-28.8	-33.8	9.9	·	21.2	-3.2	-6.0	-6.5
COc1cc(-n2c(=O)c3ccccc3n(Cc3ccccc3)c2=O)cc(OC)c1OC	-5.4	-3.2	-15.4	-0.5	-6.1	1.2	-2.6	-10.1	-15.0	2.2	-4.4
Cc1cc(C(=O)COC(=O)c2ccc(Cl)c(S(N)(=O)=O)c2)c(C)n1CC1CCCO1 (stereo not given)	42.1	4.9	14.9	-6.4	71.9*	63.5*	-13.2	-20.4	0.2	-1.8	29.0
COc1ccc2ccccc2c1/C=N/NC(=O)c1nnn(-c2nonc2N)c1C(C)C	-4.4	-0.8	-26.7	-10.1	10.7	15.3	5.6	-3.8	18.2	1.9	21.9
COc1ccc2c(Cl)c(C(=O)N/N=C/c3cccnc3)sc2c1	31.2	13.9	-18.2	16.0	-0.7	4.1	6.7	-41.3	-15.7	-9.6	-11.1
[N-]=[N+]=CC(=O)CC(c1ccccc1)N1C(=O)c2ccccc2C1=O (stereo not given)	9.3	2.1	-2.6	-19.8	4.2	1.3	-7.5	-13.7	2.7	-1.5	-22.1
COc1ccc(NC(=O)O/N=C/c2ccccc2Cl)cc1	1.8	-7.2	-11.1	-37.8	-59.2	-9.6	-13.3	-9.5	-17.7	12.4	-15.0
COc1ccc(OCCCCN(C)Cc2ccccc2)cc1	6.2	-11.1	1.4	4.0	5.5	1.6	-4.1	-4.5	10.1	-17.8	-12.1
COc1ccccc1OCC(=O)NNC(=O)c1ccc(F)c(S(=O)(=O)N2CCOCC2)c1	-10.4	6.7	-7.1	-23.6	-1.8	16.7	-18.7	-17.1	4.9	-0.4	-11.1
C=CCn1c(SCC(=O)Nc2cccc(C)c2)nnc1-c1cnccn1	-5.9	5.3	-3.2	5.8	-5.8	-2.8	4.5	10.7	13.2	-3.0	12.3
COc1ccc(CCNc2cn[nH]c(=O)c2Cl)cc1OC	-1.8	3.0	-3.4	-8.3	-3.9	2.9	-8.8	-9.6	4.0	-8.0	-1.1
CC(=O)N=c1cccc(NC(C)=O)n1O	-5.3	7.7	-32.6	9.9	-15.8	-16.6	-1.0	16.0	-14.8	0.3	-12.7
COC(=O)[C@]1(Cc2ccccc2)N[C@H](CN(C)C(C)=O)[C@@H]2C(=O)N(Cc3ccccc3)C(=O)[C@@H]21	-3.4	-21.0	3.8	-3.2	5.2	10.8	-3.1	-13.9	-14.9	13.9	-0.8
COc1ccc(CNCCS(=O)(=O)NN2CCOCC2)cc1	-5.7	10.9	2.6	8.0	-16.1	-2.5	-7.0	-22.2	-3.1	-7.2	-9.3
CN(C)CCN(C(=O)c1cccc2ccccc12)c1nc2cc3c(cc2s1)OCO3	20.5	13.6	-10.9	4.8	5.6	-21.8	5.7	18.7	-6.3	0.2	21.1
O=C(CNc1ccc2ccccc2c1)N/N=C/c1ccc(C(=O)O)cc1	15.1	-0.9	-8.5	9.6	19.2	53.2*	-15.3	-9.5	5.2	-13.6	-17.6

Another view of part of the listing above:
CC(=O)N=c1cccc(NC(C)=O)n1O
  TRAIL sens C8: -5.3 | CF NFkB block: 7.7 | NCOA1 inh: -32.6 | LRH-1 inv ag: 9.9 | TROY NFkB inh: -15.8 | TWEAK-Fn14 inh: -16.6 | LMP1 NFkB inh: -1.0 | Shn3 inh set2: 16.0 | NCOA3 inh: -14.8 | KKLEB tox: 0.3 | COUP-TFII inh: -12.7
COC(=O)[C@]1(Cc2ccccc2)N[C@H](CN(C)C(C)=O)[C@@H]2C(=O)N(Cc3ccccc3)C(=O)[C@@H]21
  TRAIL sens C8: -3.4 | CF NFkB block: -21.0 | NCOA1 inh: 3.8 | LRH-1 inv ag: -3.2 | TROY NFkB inh: 5.2 | TWEAK-Fn14 inh: 10.8 | LMP1 NFkB inh: -3.1 | Shn3 inh set2: -13.9 | NCOA3 inh: -14.9 | KKLEB tox: 13.9 | COUP-TFII inh: -0.8

Further entries follow:
SMILES	TRAIL sens C8	CF NFkB block	NCOA1 inh	LRH-1 inv ag	TROY NFkB inh	TWEAK-Fn14 inh	LMP1 NFkB inh	Shn3 inh set2	NCOA3 inh	KKLEB tox	COUP-TFII inh
CN1C(=O)/C(=C/c2ccc(OCc3ccccc3F)cc2)NC1=S	-8.8	23.6	-5.7	2.7	16.5	-12.3	-30.9	9.0	-1.2	-18.8	5.8
CC1CCN(CCCNC(=O)C2CCC(=O)N2C2CCCC2)CC1 (stereo not given)	-5.7	-23.0	2.4	-0.7	17.4	13.4	23.3	-0.3	21.1	9.7	12.9
O=C(CN1C(=O)NC2(CCCC2)C1=O)N1CCN(c2ccc(C(F)(F)F)cc2[N+](=O)[O-])CC1	9.6	7.7	-5.4	4.6	11.8	-1.4	3.4	32.0	-14.4	-4.2	12.5
CCc1c(C)nc(SCCOc2ccc(OC)cc2)[nH]c1=O	-8.9	-33.5	7.2	-2.8	7.7	-6.3	1.7	0.1	-41.9	-3.7	-11.7
Cc1ccc(CNC(=O)CSc2nc(=O)n3ccc(C)cc3n2)cc1	-19.8	-13.6	-5.2	-4.2	-16.9	1.3	0.4	19.6	7.0	8.0	17.6
CC(=O)Nc1nnc(SCC(=O)c2ccc(F)cc2)s1	-1.5	7.6	-47.8	-7.0	-16.6	-4.6	-3.7	-0.2	-2.8	-4.1	0.7
O=C(COc1cccc2cccnc12)N/N=C/c1ccc(O)cc1	-2.3	-18.1	-11.5	1.5	9.8	-10.3	-0.3	-12.8	12.7	-1.3	3.1
CCN(C(=O)c1cccc(S(=O)(=O)N2CCCCC2)c1)C1CCS(=O)(=O)C1 (stereo not given)	1.3	-25.1	0.9	9.4	16.9	-6.7	0.9	-16.4	9.1	5.1	-22.3
Cn1ncc(Cl)c1C(=O)NCC1CCCO1 (stereo not given)	-2.8	-1.4	9.8	18.4	-0.6	3.3	-7.7	-31.4	6.3	-9.0	-5.1
CCCN1CCN(S(=O)(=O)c2ccc3c(c2)NC(=O)C(C)S3)CC1 (stereo not given)	-3.9	-9.9	-3.0	11.9	28.0	2.6	5.6	9.3	-2.7	21.2	-15.7
Clc1ccc(N2CCN(c3nc4nonc4nc3N3CCSCC3)CC2)nc1	20.2	-5.3	5.0	-3.9	1.5	-8.0	-3.1	10.6	5.2	4.6	11.1
CN(C)S(=O)(=O)c1ccc(C(=O)NC(=O)CSc2nncs2)cc1	-2.2	24.2	-6.4	-4.7	-15.4	-2.1	-0.3	-16.9	-14.8	-3.8	13.4
CCOc1cc(/C=N\NC(=O)c2ccc(NC(=O)C(C)(C)C)cc2)ccc1OC(=O)c1cccc(C)c1	58.9*	-12.6	19.4	-12.6	53.0*	86.1*	26.2	7.7	26.5	14.7	12.5
COc1ccc(C(=O)Nc2ccc(NC(=O)C3CCCCC3)nc2)cc1	-19.3	10.8	4.1	-1.7	1.0	-32.0	-0.8	-9.2	2.1	-9.5	16.5
CC(NC(=O)COC(=O)c1ccc2ccccc2n1)c1ccccc1 (stereo not given)	4.3	-10.8	-10.9	15.5	-0.3	6.6	-10.2	-14.2	12.7	10.4	3.4
Cc1csc(=O)n1CCC(=O)OCc1nnc(-c2ccccc2Cl)o1	2.6	-1.0	-6.9	-4.7	-1.8	-1.1	-1.2	8.1	3.5	-0.9	0.9
CN(C)/C=N/C(=S)Nc1ccccc1Cl	4.7	-6.3	-14.2	-26.1	-4.9	-3.0	39.6	-13.8	-7.2	-3.7	-19.5
CC(C)CC(=O)Nc1ccc(C(=O)CN2CCN(c3ccc(O)cc3)CC2)cc1	24.0	-16.0	11.7	3.7	-8.8	10.5	-2.2	8.2	13.2	12.5	-4.4
Cc1nc2ccccc2c(-c2ccccc2)c1C(=O)c1ccccc1	33.0	13.0	6.0	-9.6	-4.7	34.1	-0.8	4.4	-2.0	-14.0	10.1
OCCN1CCN(c2ncnc3c2ncn3[C@H]2CN(Cc3ccc(F)cc3)C[C@@H](CO)O2)CC1	0.5	-18.6	8.9	12.9	-1.5	-21.5	·	-0.1	-11.8	17.6	10.0
Cc1ccccc1C(=NC(=O)c1ccccc1)c1ccccc1	-2.2	-2.6	-2.9	-14.3	-7.3	2.8	-7.1	13.5	-4.0	10.6	-19.0
COc1ccc(NC(=O)c2ccccn2)cc1OC	10.6	15.7	-65.2	-98.5	-72.9	-5.6	2.7	-32.9	-48.7	-4.4	-25.4
O=C(Nc1ccc2c(c1)OCO2)N1CCN(S(=O)(=O)c2ccc(Cl)cc2)CC1	12.0	3.9	-13.4	-9.7	-8.7	3.9	-12.8	-11.1	-11.6	-18.8	-17.3
